MKP-3 inhibition – MKP-3 phosphatase inhibitors, primary screen, biochemical, rat enzyme, in vitro (AID 425) | Dual specificity protein phosphatase 6 (Rattus norvegicus) | recombinant MKP-3 phosphatase activity, fluorescence; higher % means a stronger effect | inhibition, % at 20 µM; hits with a dose series show IC50 in µM | 110,000 tested, 0.17% active; in the data active = inhibition above about 50%;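 also: plate controls were vehicle for no effect and reference inhibitor for full effect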
Hsp70 displacement – Hsp70 inhibitors, probe displacement, primary screen, biochemical, fluorescence polarization (AID 583) | Hsp70 fluorescence polarization probe displacement, mP; higher % means a stronger effect | displacement, % at 20 µM; hits with a dose series show IC50 in µM | Heat shock 70 kDa protein 1A (Homo sapiens) | 140,000 tested, 0.06% active; in the data active = displacement above about 50%;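 also: plate controls were vehicle for no effect and reference ligand for full effect; a part of the inactive calls stands beside numbers as strong as those of hits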
Starred values were filed as active, the others as inactive; nt = no result given; & = joins results of further samples. An excerpt. The share of hits here may be higher or lower than overall.

entry	Molecule	MKP-3 inhibition	Hsp70 displacement
1	COc1cccc(-c2nc(CSCC(=O)NCC3CCCO3)c(C)o2)c1 (stereo not given)	-10.6%	2.9%
2	COc1ccc(C(=O)n2nc(C)c(Br)c2C)cc1	nt	5.7%
3	Cc1ccsc1-c1nc(CSCC(=O)N2CCN(c3ccccc3)CC2)c(C)o1	-9.6%	1.3%
4	Cc1ccc(-n2c(SCC(=O)Nc3ccc4c(c3)OCO4)nnc2-c2cccs2)cc1	-7.3%	1.2%
5	CCOC(=O)CNC(=O)CSc1nnc(-c2ccccc2OC)n1CC	-10.2%	5.1%
6	COn1c(-c2ccccc2)nc2c1CCc1nonc1-2	nt	-0.1%
7	Cn1c(CCc2ccccc2)nnc1SCC(=O)N1CCOCC1	nt	1.9%
8	O=C(CN1C(=O)S/C(=C/c2ccccc2F)C1=O)Nc1ccccc1	-4.6%	1.6%
9	O=C(c1cc(-c2ccc(Cl)cc2)on1)N1CCOCC1	7.4%	1.2%
10	NC(=O)C[C@@H]1N[C@]2(C(=O)Nc3ccccc32)[C@@H]2C(=O)N(c3cc(C(F)(F)F)ccc3Cl)C(=O)[C@H]12	0.4%	2.6%
11	Nc1nc(-c2ccc(F)cc2F)cs1	3.6%	1.9%
12	CSCC[C@H](NC(=O)OC(C)(C)C)c1nnc(SCC(=O)Nc2ccc(C)cc2C)o1	2.4%	-3.9%
13	O=C(CC1(O)C(=O)Nc2ccc(Br)cc21)c1cccc2ccccc12 (stereo not given)	1.5%	1.0%
14	CCOC(=O)c1cc2c(=O)n3ccccc3nc2n(CC2CCCO2)c1=NC(C)=O (stereo not given)	4.6%	nt
15	O=C(Nc1ccccc1N1CCN(C(=O)c2ccccc2)CC1)c1cc(Br)ccc1Cl	nt	0.2%
16	O=C(CN1C(=O)c2ccccc2S1(=O)=O)NCc1cccnc1	-15.1%	nt
17	COc1nc(N(C)C)nc(N(OC)S(=O)(=O)c2ccccc2Cl)n1	0.1%	-2.7%
18	Nc1c(Cc2ccccc2)ccc2c1C(=O)c1ccccc1C2=O	-1.8%	-6.3%
19	C=CCSC1=C(C#N)C(c2ccco2)C(C(=O)Nc2ccccc2OC)=C(C)N1 (stereo not given)	3.5%	-3.9%
20	O=C1NC(=S)NC(=O)C1=Cc1ccc(OCc2ccccc2Cl)cc1	0.6%	4.6%
21	CCN(CC)CCCn1c(C)cc2c(c1=O)C(c1cccc(Cl)c1)C(C#N)=C(N)O2 (stereo not given)	0.7%	5.1%
22	Clc1ccc(Cl)c(Oc2ccc(Oc3nc(Cl)ccc3Cl)cc2)n1	nt	-4.7%
23	Cc1nn(-c2cccc(Cl)c2)c2c1C(c1ccncc1)C(C#N)=C(N)O2 (stereo not given)	3.8%	7.7%
24	COc1ccccc1N1CCN(C(=O)C2CCC(Cn3c(=S)[nH]c4ccccc4c3=O)CC2)CC1 (stereo not given)	-3.5%	-1.7%
25	CNC(=O)c1cc2c(=O)n3cccc(C)c3nc2n(C(C)C)c1=N	8.4%	1.6%

The list goes on:
entry	Molecule	MKP-3 inhibition	Hsp70 displacement
26	COc1cccc(N2C(=O)/C(=C/c3cccc([N+](=O)[O-])c3)SC2=S)c1	0.6%	0.1%
27	COC(=O)c1ccc(CSc2nc3c(c(=O)n2-c2ccc(C)cc2)SCC3)o1	-7.6%	-0.7%
28	CCOc1ccc(C2Nc3ccccc3NC3=C2C(=O)CC(c2ccc(OC)cc2)C3)cc1 (stereo not given)	4.4%	2.8%
29	CCOc1ccc(NC(=S)NC(NC(=O)c2ccccc2Cl)C(Cl)(Cl)Cl)cc1 (stereo not given)	2.2%	1.1%
30	Cc1cccn2c(=O)c(C=O)c(N3CCCCCC3)nc12	nt	8.1%
31	C(=C\c1ccccc1)/CSc1nnc(-c2cnccn2)n1Cc1ccco1	-3.0%	2.0%
32	Fc1cccc(Cl)c1Cn1nnc2c(NCc3ccccn3)ncnc21	-0.5%	3.3%
33	COc1ccccc1OCCCCCc1c(C)n[nH]c1C	-7.6%	-2.3%
34	O=C(CNC1C(=O)Nc2ccccc21)Sc1ccccc1 (stereo not given)	3.7%	-0.1%
35	CCc1ccc(NC(=O)C2CC2c2ccccc2)cc1 (stereo not given)	2.4%	-4.7%
36	O=C(/C=C(\O)c1ccc(F)cc1)C(F)(F)F	-2.3%	-4.2%
37	O=C(NCCOC(=O)C1COc2ccccc2O1)c1cccnc1 (stereo not given)	3.6%	1.7%
38	COc1ccccc1NC(=O)N1CCN(c2ncccn2)CC1	nt	5.3%
39	Cc1ccc(C(=O)CC(=O)c2ccc(Br)cc2)c(O)c1	3.8%	4.4%
40	COc1ccc(C(=O)N2CC=C(c3ccccc3)CC2)cc1S(=O)(=O)N1CCOCC1	-10.1%	3.7%
41	O=C(CSc1ncnc2nc[nH]c12)c1ccccc1	nt	-3.6%
42	Cc1cc(-c2ccc(Cl)cc2)n2nc(N)nc2n1	-6.6%	-1.9%
43	O=C(CCSc1ccccc1)Nc1nnc(-c2ccccc2)o1	-1.6%	8.0%
44	O=C(CSCc1ccc(Cl)cc1)Nc1nccs1	nt	-0.1%
45	O=C(c1ccc(C#CC2(O)CCCCC2)cc1)N1CCOCC1	-15.6%	1.1%
46	Cc1cc(Cl)ccc1OCC(=O)NC1CCCC1	nt	0.4%
47	CC1=C(C(=O)Nc2ccc(Cl)cc2)C(c2cccc3ccccc23)NC(=O)N1 (stereo not given)	0.1%	-1.3%
48	CCOC(=O)C1=C(c2ccccc2)Nc2ncnn2C1c1ccccn1 (stereo not given)	0.5%	-4.8%
49	COc1cc2c(cc1NC(=O)c1ccncc1)oc1ccccc12	nt	-3.0%
50	O=[N+]([O-])c1cccc(-c2nc(-c3ccccc3)c(-c3cccs3)[nH]2)c1	-4.1%	-0.5%

Going on with the list.
entry	Molecule	MKP-3 inhibition	Hsp70 displacement
51	Cc1ccc(S(=O)(=O)Nc2ccc(NC(=O)C3C4C=CC(O4)C3C(=O)O)cc2)cc1 (stereo not given)	4.8%	3.7%
52	CCOc1cc(/C=N\O)cc(Cl)c1OCC	nt	-2.0%
53	O=C1c2cccc3cccc(c23)C(=O)N1CC1CCN(S(=O)(=O)c2cccs2)CC1	3.1%	0.6%
54	CCOC(=O)CN1C(=O)COc2ccc(Cl)cc21	-6.0%	1.2%
55	CS(=O)(=O)N(CC(=O)NCCc1ccccc1)c1cc(Cl)cc(Cl)c1	3.5%	0.2%
56	CCSC(=S)Nc1c(C)n(C)n(-c2ccccc2)c1=O	4.6%	0.3%
57	COc1cccc(-c2csc(N3CCN(S(=O)(=O)c4ccc(F)cc4)CC3)n2)c1	-6.5%	-8.5%
58	O=C(Nc1ccccc1)N1CCCC2CCCCC21 (stereo not given)	-2.8%	2.2%
59	O=C1C(NS(=O)(=O)c2cccs2)=C(N2CCN(c3ccccc3)CC2)C(=O)c2ccccc21	nt	3.1%
60	CCOC(=O)c1nn(-c2cccc(Cl)c2)c2nc(CC(C)C)c(C#N)c(=O)n12	nt	3.3%
61	Cn1c(=O)oc2cc(S(=O)(=O)N3CCN(C(=O)c4ccco4)CC3)ccc21	nt	-11.3%
62	CC(C)n1cc(NC(=O)C2CC(c3cccc(Br)c3)=NO2)cn1 (stereo not given)	nt	-6.9%
63	COc1ccc(C(=O)Cn2c(N3CCOCC3)nc3c2c(=O)n(C)c(=O)n3C)cc1	-4.4%	7.2%
64	Cc1cnn(C(=O)c2oc3ccccc3c2C)c1	-6.4%	3.7%
65	O=C(NCc1cccnc1)C(=O)Nc1ccc(Cl)c(C(F)(F)F)c1	0.0%	-1.9%
66	Cc1cc(C)c(NC(=O)C(C)Sc2nnc(-c3cccc(F)c3)n2-c2ccccc2)c(C)c1 (stereo not given)	0.6%	-5.9%
67	CCN1C(=O)/C(=C\c2ccccc2OS(=O)(=O)c2ccccc2[N+](=O)[O-])SC1=S	3.5%	2.8%
68	CC(=O)C1=C(O)C(=O)N(c2nc3ccccc3s2)C1c1ccccc1Cl (stereo not given)	3.1%	1.7%
69	CCOc1ccc(C(O)c2cnc(C(C)C)n2C)cc1 (stereo not given)	3.4%	-3.0%
70	CC(=O)c1cccc(N/C=C/[N+](=O)[O-])c1	5.0%	2.0%
71	O=C(Nc1cnc2ccccc2c1)c1cccc(-n2cnnn2)c1	-3.8%	8.5%
72	CCCC1=C(C(=O)OCC)C(c2ccc(F)cc2)n2ncnc2N1 (stereo not given)	-17.8%	2.4%
73	O=C1C=CC(=NS(=O)(=O)c2cc(Cl)ccc2Cl)C=C1	1.6%	4.5%
74	COc1ccc(N(C(=O)c2cccnc2)S(=O)(=O)c2ccc3c(c2)n(C)c(=O)n3C)cc1	-3.5%	1.9%
75	CCCCn1c(/N=C/c2cc(Cl)ccc2O)nc2ccccc21	-0.1%	1.7%

(next part)
entry	Molecule	MKP-3 inhibition	Hsp70 displacement
76	CN1CN=C2SC3(COC(c4ccncc4)OC3)C(=O)N2C1 (stereo not given)	-0.8%	1.7%
77	COc1ccc(C(=O)Nc2nc3ccc(Br)cc3s2)cc1	2.5%	0.9%
78	Cc1cc2oc(=O)cc(CSc3nnc(C)n3N)c2cc1C(C)C	nt	-1.5%
79	CCOC(=O)Cc1csc(NC(=O)c2cccnc2)n1	-4.4%	0.5%
80	O=C(Nc1ccc(F)c(F)c1)c1ccc(F)c(S(=O)(=O)N2CCOCC2)c1	2.7%	2.6%
81	O=C(COc1ccc(Cl)cc1)Nc1ccc2c(c1)OCO2	-0.5%	-0.2%
82	O=C(O)c1ccc(Br)c(S(=O)(=O)Nc2ccc(NC(=O)c3ccccc3)cc2)c1	0.7%	7.1%
83	Cc1oc(C(=O)O)cc1COc1ccc(-c2ccccc2)cc1	-0.3%	4.3%
84	O=C1CN(C(=O)COC(=O)C2CC(=O)N(Cc3ccco3)C2)c2ccccc2N1 (stereo not given)	-9.2%	2.7%
85	c1ccc(-c2csc(N3CCOCC3)n2)cc1	nt	0.2%
86	CC(=O)c1c(C)oc2ccc(O)c(N)c12	5.7%	nt
87	NC(=O)c1ccccc1-c1nc(-c2ccccc2)no1	3.5%	1.0%
88	C(=N\n1cnnc1)/c1ccc(-c2ccccc2)cc1	-9.6%	1.8%
89	C=CCN1C(=O)C(Cc2ccc(F)cc2)S/C1=N\N=C\c1ccco1 (stereo not given)	0.2%	2.6%
90	Cc1nc2cc(C(=O)O)ccc2s1	-8.0%	-0.5%
91	Cc1cc(Nc2ccccc2)nn1C(=O)c1ccc(Cl)cc1	1.2%	-2.7%&2.5%
92	O=C(O)C1(P(=O)(c2ccccc2)c2ccccc2)CCC1	-9.6%&-0.1%	-0.7%&-3.1%
93	Cc1ccc2oc(=O)c3cnn(CC(=O)NC4CCN(Cc5ccccc5)CC4)c3c2c1	-0.4%	-3.7%
94	CCCC(=O)C1C(=O)CC(CC(C)SCC)CC1=O (stereo not given)	nt	2.3%
95	CCCCOC(=O)Nc1ccccc1C(N)=O	-1.2%	-2.3%
96	CCCCN(CC)CCNC(=O)c1[nH]c(C)c(C(C)=O)c1C	nt	9.4%
97	CCOc1ccc2c(c1)C(C)=CC(C)(C)N2C(=O)Nc1ccccc1	3.8%	1.8%&-0.4%
98	CCOc1ccc(-n2cc(C(=O)Nc3ccc(Cl)cn3)c3cc(OC)c(OC)cc3c2=O)cc1	nt	-0.8%
99	O=C(NNC(=O)c1ccc(Cl)c(Cl)c1)c1cccc(Cl)c1	1.2%	-0.9%
100	O=C1CSC(=S)N1N1C(=O)c2ccccc2C1=O	4.3%	2.6%

Compound profiles, from the list above. Screens in order: MKP-3 inhibition | Hsp70 displacement
O=C1CN(C(=O)COC(=O)C2CC(=O)N(Cc3ccco3)C2)c2ccccc2N1 (stereo not given) reads -9.2% | 2.7%
c1ccc(-c2csc(N3CCOCC3)n2)cc1 reads nt | 0.2%
CCOc1ccc2c(c1)C(C)=CC(C)(C)N2C(=O)Nc1ccccc1 reads 3.8% | 1.8%&-0.4%
Cc1cc(Nc2ccccc2)nn1C(=O)c1ccc(Cl)cc1 reads 1.2% | -2.7%&2.5%

(further entries)
entry	Molecule	MKP-3 inhibition	Hsp70 displacement
101	Cc1nn2c(NCCOCCO)c3c(nc2c1-c1ccccc1)CCCC3	nt	0.7%
102	O=C(Nc1ccccc1F)c1cc2nc(C(F)F)cc(C(F)F)n2n1	nt	1.8%
103	CCc1ccc(S(=O)(=O)N2CCN(C)CC2)cc1	0.6%	-0.2%
104	CCC1CCCCN1Cc1ccc(CNS(=O)(=O)c2ccc3c(c2)oc(=O)n3C)o1 (stereo not given)	-9.2%	2.0%
105	Cc1nc2sc(C(c3ccccc3)N3CCN(c4ccccc4F)CC3)c(O)n2n1 (stereo not given)	-9.2%	2.3%
106	Cc1ccc(NC(=O)CCn2cnc3ccccc3c2=O)cc1Cl	-10.3%	-6.2%
107	Cc1ccc(N2C(=O)CC(N3CCN(Cc4ccccc4)CC3)C2=O)cc1 (stereo not given)	-0.9%	0.8%
108	CCOC(=O)CSc1nnc(CNC(=O)c2ccc(OC)cc2OC)n1-c1ccc(OC)cc1	6.8%	1.1%
109	Cc1nn(-c2ccccc2)c(Cl)c1C(=O)NCC(C)C	nt	8.0%
110	O=C(Nc1ncccc1Cl)c1cccc(F)c1	-1.5%	4.4%
111	CCC(CC)NC(=O)Cc1ccccc1OC	nt	7.2%
112	O=C1OC(c2cccs2)=N/C1=C\c1cccc(Cl)c1Cl	7.7%	1.2%
113	Cc1ccc(/C=C2\SC(=S)N(CCC(=O)Nc3cccc(C)c3)C2=O)cc1	1.0%	-2.2%
114	COc1ccccc1N1CCN(/N=C/c2ccc(C(=O)O)cc2)CC1	-2.0%	5.4%
